Cav3 T inh: Cav3.2 calcium influx blockers – cell-based, Fluo-4 calcium fluorescence, FDSS, MLSMR library, primary screen. Voltage-dependent T-type calcium channel subunit alpha-1H (Homo sapiens), O95180. Cav3.2-expressing cells; active compounds read low. B-score at 10 µM. hit rate 4% among 100,000;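 active = single-dose well whose peak fluorescence ratio is a statistical outlier from its plate by either plate-standardised score or position-corrected B-score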
Active calls of the source: *.

SMILES | Cav3 T inh
CC(C)C(OC(=O)CN1C(=O)COc2ccccc21)C(=O)NC1CCCC1 (stereo unspecified) | -0.12
COc1cccc(N=C2SC(C(=O)Nc3ccccc3F)CC(=O)N2C)c1 (stereo unspecified) | -1
O=C(OCc1ccccc1)C1CCCN1C(=O)c1cccs1 (stereo unspecified) | -1.8
Cc1ccc(NC(=O)COc2ccc(-n3cnnn3)cc2)cc1C | 0.75
O=C(c1ccccc1F)N1CCc2ccccc21 | 0.42
CC1=C(C(=O)OCc2ccccc2)C(c2ccc(C)o2)C2=C(CCCC2=O)N1 (stereo unspecified) | -3.3
COc1ccc(Cl)cc1NC(=O)c1nc2nc(C)cc(C(F)F)n2n1 | -0.59
CC(CCc1ccccc1)NC(=O)c1ccco1 (stereo unspecified) | 0.053
CCOC(=O)c1nn(-c2ccccc2)c(C)c1C(C)=O | 0.11
N#CC1=C(N)C(C#N)(C#N)C(c2cccnc2)C2CCCC=C12 (stereo unspecified) | -2.1
c1ccc(OCc2nn3c(C4CCCCC4)nnc3s2)cc1 | -1.2
O=C(CCNS(=O)(=O)c1cccs1)N1CCc2ccccc2C1 | 1.1

An excerpt of these results, tab-delimited:
Structure	Cav3 T inh
COc1cccc(N=C2SC(C(=O)Nc3ccccc3F)CC(=O)N2C)c1 (stereo unspecified)	-1
O=C(OCc1ccccc1)C1CCCN1C(=O)c1cccs1 (stereo unspecified)	-1.8
Cc1ccc(NC(=O)COc2ccc(-n3cnnn3)cc2)cc1C	0.75
O=C(c1ccccc1F)N1CCc2ccccc21	0.42

(further entries)
SMILES | Cav3 T inh
COc1cc(-c2cc(C(=O)O)c3c(OC)c(OC)c(OC)cc3n2)ccc1O | 1.5
Cc1ccc(-c2nc3ccccn3c2NCc2ccc3c(c2)OCO3)cc1 | -4.4*
COC(=O)c1cccc(C23CC4(C2)[C@H](CN(Cc2ccc(C(F)(F)F)cc2)[C@@H]4c2ccccc2)C3c2ccc(Cl)nc2)c1 (stereo partly specified) | 0.8
Cn1cnnc1SCCn1c(N2CCCCC2)nc2c1c(=O)[nH]c(=O)n2C | -0.32
Cc1ccc(C(=O)O)cc1NC(=S)NC(=O)C(c1ccccc1)c1ccccc1 | -0.5
CCOC(=O)N1CCN(C(=O)c2ccc(-n3c(=S)[nH]c4ccccc4c3=O)cc2)CC1 | 0.7
Cc1cccc(OCC(=O)Nc2ccc3c(c2)nc(CCN2CCN(C)CC2)n3C)c1 | -1.5
O=C(O)c1cc(-c2ccccc2)nn1CC1CC(c2cccc([N+](=O)[O-])c2)=NO1 (stereo unspecified) | 1.1
CCN(CC(O)Cn1c2ccccc2c2ccccc21)S(=O)(=O)c1ccc(F)cc1 (stereo unspecified) | -0.93
CCn1c(SCc2ccc(Cl)cc2Cl)nc2nc3c(cc2c1=O)CCCC3 | -2
O=C(O)C1=C[C@H](c2ccc(Br)cc2)C[C@H](OCCCCO)O1 | 0.034
CSCC[C@H](NC(=O)OC(C)(C)C)c1nnc(SCC(=O)N(C)C)o1 | -0.03
CCCCN1CC(C(=O)NCc2ccc(C)cc2)CC1=O (stereo unspecified) | 0.58
CC(=O)c1cccc(NC(=O)NC2CCCCC2)c1 | 0.54
Cc1nn(-c2nnc(C)c(=O)[nH]2)c(C)c1SCC(=O)Nc1ccc(F)cc1 | 0.015
CCCCC1(C)OC(=O)C(=Cc2ccc(N(CC)CC)cc2)C(=O)O1 (stereo unspecified) | -0.76
Cc1ccc(-n2c(SCc3ccc(C#N)cc3)nnc2-c2ccccn2)cc1 | 0.85
Cc1nc2ncnn2c(C)c1Cc1ccccc1Cl | 0.27
COc1ccc(S(=O)(=O)NC(C)C(=O)Nc2ccccc2C(F)(F)F)cc1 (stereo unspecified) | 0.57
COCC(=O)N(CCc1ccc(OC)cc1)Cc1nc2ccccc2c(=O)[nH]1 | -0.064
O=C(Nn1cnnc1)c1cc2c(s1)CCCC2 | -0.6
COc1ccc(CC(NC(C)=O)C(=O)NC2CCN(c3nnnn3-c3ccccc3)CC2)cc1 (stereo unspecified) | -0.019
CC1CN(c2ncnc3c2oc2ccccc23)CC(C)O1 (stereo unspecified) | 0.016
CCOC(=O)c1cnc2c(cnn2C)c1NCCCN(C)C | -0.15
O=c1c(OC2OC(CO)C(O)C(O)C2O)c(-c2ccc(O)c(O)c2)oc2cc(O)cc(O)c12 (stereo unspecified) | 0.84
O=C(CSc1nnnn1-c1ccccc1)Nc1ccc(N2CCOCC2)c(Cl)c1 | 0.055
CCOC(=O)CC(=O)CSc1nc(-c2ccccc2)cc(-c2ccc(Cl)cc2)c1C#N | 0.0094
CCOC(=O)CN1C(=O)C(O)(C2CCc3ccccc3C2=O)c2ccccc21 (stereo unspecified) | -1.8
Cc1ccsc1C1Nc2ccc3ncccc3c2C2=C1C(=O)CC(C)(C)C2 (stereo unspecified) | -3.9*
CC(=O)Nc1ccc(S(=O)(=O)N2CCC(N(C)CCC(C)C)CC2)cc1 | 4.3e-05
O=c1cc(N2CCCCC2)c(-c2ccccc2)nn1Cc1ccc(Cl)cc1 | -0.023
COc1ccc(-c2oc3ncn(Cc4ccco4)c(=N)c3c2-c2ccc(OC)cc2)cc1 | 0.02
CCCCC(=O)c1ccc(O)cc1 | 0.61
CC(C)NC(=O)CCCn1c(=S)[nH]c2cc3c(cc2c1=O)OCO3 | 0.044
Cc1nc(CS(=O)(=O)c2ccc(Cl)cc2)cc(Sc2ccccc2Cl)n1 | -4.5*
CCn1c(SCC(=O)N2CCN(S(=O)(=O)c3ccccc3)CC2)nnc1-c1cccs1 | -0.016
O=C(Nc1ccccc1SCC1CSc2nc3ccccc3c(=O)n21)c1cccc(Cl)c1 (stereo unspecified) | 2.3
NC/C(=N\O)c1ccc(Cl)cc1Cl | -0.12
COc1ccccc1NC(=O)CCc1c(C)[nH]c(=O)c(C#N)c1C | -0.054
COc1ccc(-c2nnc(SCC(=O)Nc3ncc(C)s3)n2-c2ccccc2)cc1OC | 0.46
Fc1ccc(Oc2nc(-c3ccccc3)nnc2C(F)(F)F)cc1 | -0.2
COc1cccc(-n2c(C)nc3c(cnn3-c3ccc(C)cc3)c2=O)c1 | -0.067
COCCNC(=O)c1c(N)n(-c2cccc(C)c2)c2nc3ccccc3nc12 | -6.1*
O=C1CCSc2ccc(Cl)cc2N1Cc1ccc(Cl)cc1 | -4.5
O=C(Cn1ncc2c1-c1ccccc1OC2)N1CCN(Cc2ccc3c(c2)OCO3)CC1 | 1.4
COC(=O)c1cccc(NC(=O)CSc2nc(=O)cc(N)n2-c2ccccc2)c1 | -0.47
COc1ccc(/C=C/c2ccncc2)cc1 | -0.19
COC(=O)c1cc(NC(=O)c2cccc(C(F)(F)F)c2)c(=O)oc1C/C=N/OCc1cccc(Cl)c1Cl | -4.6*
Cc1ccc(S(=O)(=O)Nc2cc(C(=O)Nc3cc(C)cc(C)c3)ccc2Cl)cc1 | -5.3*
CC(NC(=O)CSc1nnc(COc2ccccc2)o1)c1ccccc1 (stereo unspecified) | -2.1
CCCN1CCN(C(c2cc3cc(OCC)ccc3[nH]c2=O)c2nnnn2C2CCCCC2)CC1 (stereo unspecified) | -1.1
CC(C)(C)NC(=O)NC(=O)COC(=O)CCC1CCCCC1 | -0.87
Cc1nc2ccc(S(=O)(=O)NCC(=O)N3CCc4ccccc43)cc2s1 | 0.2
O=C(Nc1cccc(Cl)c1Cl)C1CC(=O)N(c2ccc(Br)cc2)C1 (stereo unspecified) | -1.5
O=C(CNS(=O)(=O)c1ccccc1)N1CCN(c2ccccc2)CC1 | 1.5
N#Cc1c2n(c(=O)[nH]c1=O)CCCCC2 | -1.1
O=S(=O)(c1cccc(C(F)(F)F)c1)N1CCN(c2nnnn2-c2ccccc2)CC1 | -0.73
O=[N+]([O-])c1cccnc1N1CCC(c2cc(-c3ccc(Cl)cc3Cl)n[nH]2)CC1 | -0.49
C#CCCOC(=O)N1C2=NC(C(=O)OC)=C(C(=O)OC)[C@@H]3N(CC=C)c4ccccc4[C@]23C[C@H]1C(=O)OC | 1.1
COc1cccc2cc(C(=O)CC3(O)C(=O)N(Cc4ccccc4)c4ccccc43)c(=O)oc12 (stereo unspecified) | 1.1
New compounds follow:
SMILES | Cav3 T inh
CCOC(=O)c1nn(-c2cccc(OC)c2)c(-c2ccccc2)c1C(=O)c1ccccc1 | -3.2
O=S(=O)(c1ccc2nc(COc3ccc(Cl)cc3Cl)[nH]c2c1)N1CCOCC1 | -2.5
CC(C)C(c1nnnn1Cc1ccccc1)N1CCN(Cc2ccco2)CC1 (stereo unspecified) | 0.2
Cc1ccccc1-c1nc(CN2CCC(C(=O)O)CC2)c(C)o1 | 0.73
CC(C)=C1C2C=CC1C(C(=O)Nc1cccc(C)c1)C2C(=O)O (stereo unspecified) | 0.42
Cc1cccc(C(=O)Nc2nc(C)c(C(=O)Nc3ccc4c(c3)CCC4)s2)c1 | -2.9
CC(C)(C)[C@H]1C=C(C(=O)NC2CC2)O[C@@H](OCCCCO)C1 | 0.26
CCOc1ccccc1Nc1nc(-c2sc(NC(=O)c3ccco3)nc2C)cs1 | -0.015
O=C(NCC1CCCO1)c1onc(CSc2cccc(Cl)c2)c1C(=O)O (stereo unspecified) | 1
COc1ccc2c(c1OC)C(=O)OC2Nc1ccccn1 (stereo unspecified) | 0.66
Cc1cc(NC(=O)CCCOc2ccc(Cl)cc2Cl)no1 | -0.35
O=C(OC(C(=O)NC1CCCC1)c1ccccc1F)c1ccco1 (stereo unspecified) | -0.79
COc1ccc(C2C(C(C)=O)=C(C)N=c3s/c(=C\c4ccc5c(c4)OCO5)c(=O)n32)c(OC)c1 (stereo unspecified) | -1.5
Cc1c(N(C)C(=O)C23CC4CC(CC(C4)C2)C3)c(=O)n(-c2ccccc2)n1C | 0.1
O=C(Nc1ccccn1)c1cccnc1 | -0.29
O=C(Nc1ccccc1Cl)N1CCN(c2ccc3nncn3n2)CC1 | 0.49
CC1=NN(c2nc(-c3ccc(Cl)cc3)cs2)C(=O)C1 | -0.98
Cc1cc(C)nc(Sc2ncnc3sc4c(c23)CCC4)n1 | 0.3
O=C(NCc1cccc(C(F)(F)F)c1)C1CC2Cn3c(nc4ccccc43)C2N1Cc1ccccc1 (stereo unspecified) | -1.4
NC(=O)CSc1nnc(-c2ccc(S(=O)(=O)N3CCCCC3)cc2)n1-c1ccccc1 | 1.5
CCOc1ccc2[nH]c(=O)c(CN(CCO)C(=O)c3ccc(F)cc3)cc2c1 | 0.57
CCN(CC(=O)Nc1c(C(=O)OC)[nH]c2ccc(Cl)cc12)c1ccc2c(c1)OCO2 | -0.94
CCOC(=O)c1cc(OCC(=O)NC(C)C(C)C)cc(C(=O)OCC)c1 (stereo unspecified) | -0.25
Cn1nnnc1SCC1=C(C(=O)O)N2C(=O)[C@@H](NC(=O)[C@H](O)c3ccccc3)[C@H]2SC1 | 0.69
COC(=O)C(C)Sc1nnc2n(-c3cccc(C)c3)c(=O)c3c4c(sc3n12)CCCC4 (stereo unspecified) | -0.49
CCOC(=O)CCCCC(=O)c1[nH]c(=O)[nH]c1CSc1nc(C)cc(=O)[nH]1 | 0.45
O=C(O)c1cccc(S(=O)(=O)N2CCCC2)c1 | -0.033
Cc1cccc(N(C(=O)Cn2nnc3ccccc32)C(C(=O)NCc2ccco2)c2ccncc2)c1 (stereo unspecified) | 0.72
C[C@@H](C(=O)Nc1ccccc1N1CCOCC1)N1C(=O)C2CC=CCC2C1=O (stereo partly specified) | 0.37
CC(=O)c1cc(NC(=O)c2ccc(Cl)cc2)c(=O)oc1/C=C/N(C)C | -2.9
CC(=C/C(=O)O)/C=C/c1cccs1 | 0.38
CCn1c(COc2ccccc2C)nnc1SCC(=O)Nc1cc(C)on1 | 0.06
Cn1nc(C(=O)N2CCCC2)c2ccccc2c1=O | -0.32
COc1ccc(N(CC(=O)N2CCc3ccccc32)S(=O)(=O)c2c(C)noc2C)cc1 | 0.49
CC(C)(C)C(=O)Nc1cccc(-c2nnc(-c3cccc(NC(=O)C(C)(C)C)c3)o2)c1 | -0.82
CCOC(=O)CC1C(=O)NCCN1C(=O)c1cccc(C(F)(F)F)c1 (stereo unspecified) | 0.74
Cc1cnc(NC(=O)c2ccc3c(c2)C(=O)N(Cc2ccco2)C3=O)s1 | 0.73
COc1ccc(-c2cc(C(F)(F)F)nc(NC3CCCC3)n2)cc1OC | -2.3
COc1ccc(C)cc1NC(=O)C(C)N(c1ccc(C)cc1)S(C)(=O)=O (stereo unspecified) | -0.23
O=C(NNc1ccc(C2CCCCC2)cc1)C(O)(c1ccccc1)c1cccs1 (stereo unspecified) | -1.5
O=C(CN1CCN(S(=O)(=O)/C=C/c2ccccc2)CC1)NC(=O)NCc1ccco1 | 0.25
CC(=O)Nc1cc(-c2ccccc2)ccc1O | 2
O=C1CCCc2c1cc(C(=O)NC1CCSC1=O)c(=O)n2-c1ccccc1 (stereo unspecified) | 1.9
CN(C/C(O)=C(\C#N)c1ccccc1)C1CCCCC1 | 1.2

Among those listed so far, these have two or more sulfur atoms:
SMILES | Cav3 T inh
O=C(CCNS(=O)(=O)c1cccs1)N1CCc2ccccc2C1 | 1.1
CSCC[C@H](NC(=O)OC(C)(C)C)c1nnc(SCC(=O)N(C)C)o1 | -0.03
Cc1nc(CS(=O)(=O)c2ccc(Cl)cc2)cc(Sc2ccccc2Cl)n1 | -4.5*
CCn1c(SCC(=O)N2CCN(S(=O)(=O)c3ccccc3)CC2)nnc1-c1cccs1 | -0.016
O=C(Nc1ccccc1SCC1CSc2nc3ccccc3c(=O)n21)c1cccc(Cl)c1 (stereo unspecified) | 2.3
COc1ccc(-c2nnc(SCC(=O)Nc3ncc(C)s3)n2-c2ccccc2)cc1OC | 0.46
Cc1nc2ccc(S(=O)(=O)NCC(=O)N3CCc4ccccc43)cc2s1 | 0.2
CCOc1ccccc1Nc1nc(-c2sc(NC(=O)c3ccco3)nc2C)cs1 | -0.015
Cc1cc(C)nc(Sc2ncnc3sc4c(c23)CCC4)n1 | 0.3
NC(=O)CSc1nnc(-c2ccc(S(=O)(=O)N3CCCCC3)cc2)n1-c1ccccc1 | 1.5
Cn1nnnc1SCC1=C(C(=O)O)N2C(=O)[C@@H](NC(=O)[C@H](O)c3ccccc3)[C@H]2SC1 | 0.69
COC(=O)C(C)Sc1nnc2n(-c3cccc(C)c3)c(=O)c3c4c(sc3n12)CCCC4 (stereo unspecified) | -0.49

This is a subset, so the mix of outcomes need not match the whole.
